Screens as filed in PubChem.
PPARg SRC-1 ag: promotes SRC-1 coactivator recruitment by human PPARgamma. P37231. PPARgamma-SRC-1 coactivator recruitment biochemical assay. activation, % at 8 µM. 200,000 tested, 0.41% active. AID 631; in the data active = activation above about 19%;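 note: 0% = DMSO and 100% = reference agonist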
TR-FRET SRC-2 ct: TR-FRET artefact, counter-screen to PPARgamma/SRC-2 agonist assay; hits give high values; TR-FRET ratio at 8 µM; 200,000 tested, 0.4% active; AID 1049; in the data active = TR-FRET ratio above about 2000; note: inactives centre near 1500; reference of the scale not given here
S1P3 antagonist: blocks the human S1P3 receptor. Q99500. CHO S1P3 NFAT-BLA reporter, FRET fluorescence, antagonist mode. inhibition, % at 4.98 µM. 170,000 tested, 0.27% active;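 active = inhibition above the plate cutoff, the mean inhibition of test wells on that plate plus 3 SD, cut at about 28% in these data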;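 note: cells challenged with S1P at its EC80 of 0.8 µM; blue over green emission ratio from cleaved BLA substrate after 4 h stimulation; 0% = S1P-stimulated wells and 100% = unstimulated DMSO-only wells; some compounds past the cut are filed as inactive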
Target sequence (Q99500 whole entry, looked up): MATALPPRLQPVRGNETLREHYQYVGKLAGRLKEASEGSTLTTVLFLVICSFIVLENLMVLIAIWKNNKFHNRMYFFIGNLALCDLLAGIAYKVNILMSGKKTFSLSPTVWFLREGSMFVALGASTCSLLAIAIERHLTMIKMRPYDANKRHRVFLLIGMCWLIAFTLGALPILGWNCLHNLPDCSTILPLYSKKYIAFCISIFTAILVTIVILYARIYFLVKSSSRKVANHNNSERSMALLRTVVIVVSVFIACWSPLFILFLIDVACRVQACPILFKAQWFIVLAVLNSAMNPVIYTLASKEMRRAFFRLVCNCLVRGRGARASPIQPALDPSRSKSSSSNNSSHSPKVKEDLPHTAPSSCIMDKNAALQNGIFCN
Lmaj promast: Leishmania major promastigote growth inhibition. Leishmania major promastigotes, resazurin fluorescence viability. 200,000 tested, 9% active. inhibition, % at 10 µM. AID 1063; in the data active = inhibition above about 50%;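 note: promastigotes grown with compound for 44 hours at 28 °C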
DTT redox prof: compounds producing H2O2 with reducing agent – biochemical, NIH compound library profiling, artefact control for MLSCN library redox annotation, primary screen; DTT-dependent redox cycling H2O2, phenol red/HRP absorbance; 100% = 100 µM peroxide control, 0% = buffer; activation, % at 10 µM; 200,000 tested, 0.03% active;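 active = activation of at least 50% relative to the plate's high and low controls in the primary single-dose screen; inactive = activation below 50%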;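 note: compound incubated with DTT at 0.8 mM final as the reducing agent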
PPARg SRC-3 ag: agonists of human PPARgamma SRC-3 coactivator recruitment; P37231; biochemical PPARgamma/SRC-3 coactivator recruitment assay; activation, % at 8 µM; 200,000 tested, 0.26% active; AID 731; in the data active = activation above about 23%;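 note: 0% = DMSO and 100% = reference agonist; some compounds past the cut are filed as inactive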
TLR4-MyD88 BLA: TLR4-MyD88 interaction inhibition in cells; O00206+Q99836; inhibition, % at 8.4 µM; 200,000 tested, 0.18% active; HeLa CL3-4 TLR4/MyD88 BLA complementation, FRET ratio; in the data active = inhibition above about 25%;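 note: 0% = vehicle and 100% = reference inhibitor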
bIAP inh: intestinal alkaline phosphatase (bovine) inhibition | purified bovine IAP, CDP-star luminescence, 30 min | inhibition, % at 20 µM | 190,000 tested, under 10 active | AID 1019;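 active = over 50% inhibition of intestinal alkaline phosphatase at 20 µM in the single-dose screen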
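Assay system: bovine IAP enzyme; medium: DEA buffer 100 mM, pH 9.8, with MgCl2 1.0 mM, ZnCl2 0.02 mM; doses: 20 µM single dose; incubation: enzyme reaction for 30 min at room temperature; detection: CDP-star luminescence signal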
ROMK primary: modulators of human ROMK potassium channel. P48048. Tet-inducible ROMK, thallium flux fluorescence; actives lie on both sides. B-score at 10 µM. 130,000 tested, 2% active;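 active = signal ratio slope over the read window, or its plate-corrected B-score, at least 3 SD from the plate mean, either direction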;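 note: B-score of the F/F0 ratio slope over 7 to 12 s after thallium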
Target sequence (P48048 whole entry, looked up): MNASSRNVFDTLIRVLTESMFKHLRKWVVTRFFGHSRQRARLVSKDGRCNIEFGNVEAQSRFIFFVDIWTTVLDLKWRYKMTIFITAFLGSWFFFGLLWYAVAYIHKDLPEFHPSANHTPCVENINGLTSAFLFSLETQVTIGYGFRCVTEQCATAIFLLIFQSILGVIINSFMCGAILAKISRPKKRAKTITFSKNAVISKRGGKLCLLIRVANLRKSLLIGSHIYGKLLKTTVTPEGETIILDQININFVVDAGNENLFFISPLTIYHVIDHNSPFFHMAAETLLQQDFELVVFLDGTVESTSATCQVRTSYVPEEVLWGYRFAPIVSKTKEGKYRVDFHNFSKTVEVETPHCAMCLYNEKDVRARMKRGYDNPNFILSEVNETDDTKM
bIAP activator: increases bovine intestinal alkaline phosphatase activity; purified bovine IAP, CDP-star luminescence, 30 min; hits give high values; fold of DMSO-control signal, blank-subtracted; activation factor at 20 µM; 200,000 tested, 0.17% active;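 active = activation factor of 2 or more at 20 µM, a signal rise over negative controls twice the positive control's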
PPARg SRC2 recr: promotes SRC-2 coactivator recruitment by human PPARgamma; P37231; PPARgamma LBD-SRC-2 recruitment, biochemical; activation, % at 8 µM; 200,000 tested, 0.34% active; AID 1032; in the data active = activation above about 22%;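 note: 0% = vehicle and 100% = reference agonist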
An asterisk follows results filed as active; . = not tested or not shown. Rows were taken by chance; 11% or so of the library scored in one or more.

SMILES | PPARg SRC-1 ag | TR-FRET SRC-2 ct | S1P3 antagonist | Lmaj promast | DTT redox prof | PPARg SRC-3 ag | TLR4-MyD88 BLA | bIAP inh | ROMK primary | bIAP activator | PPARg SRC2 recr
O=C(c1ccc(N2C(=O)C3CC=C(Cl)CC3C2=O)cc1)N1CCCCC1 (stereo not drawn) | 7 | 1383 | . | -5 | 0.4 | 12 | -1 | 5 | -0.02 | 0.9 | -3
Cc1nc(N2CCN(Cc3ccccc3)CC2)c(C#N)c2c1COC(C)(C)C2 | -1 | 1517 | . | 3 | -4.2 | 4 | 3 | 3 | 0.57 | 1 | -5
O=[N+]([O-])c1cc2c(cc1Br)CCN2 | 8 | 1593 | -9 | -1 | -1.1 | 0 | -1 | 2 | -0.92 | 1 | 11
Cn1c(=O)c2c(nc(N/N=C/c3ccc(OC(=O)c4ccco4)cc3)n2Cc2ccc(F)cc2)n(C)c1=O | -4 | 1585 | -5 | 15 | 0.6 | 1 | -5 | 4 | . | 1 | -1
CCOC(=O)N1CCC(NC(=O)c2cc(C(=O)Nc3ccc(S(=O)(=O)N4CCCCC4)cc3)ccc2CO)CC1 | 0 | 1608 | -4 | 0 | 9.6 | 1 | 5 | -13 | 0.33 | 1.1 | 0
Cc1ccccc1C(=O)Nc1ccccc1C(=O)NCc1ccccc1 | 9 | 1645 | . | 26 | -6.5 | 13 | 8 | 12 | . | 0.9 | -1
CC(C)OC(=O)c1cc(C(=O)c2cc(Br)ccc2O)coc1=N | 3 | 1567 | -10 | -5 | -0.1 | 3 | -15 | 29 | -0.24 | 0.7 | -7
O=C(NC(=S)N1CCN(CCO)CC1)C12CC3CC(CC(C3)C1)C2 | 8 | 1659 | -13 | 10 | -0.4 | -4 | 18 | -16 | -0.11 | 1.2 | -6
O=C1/C(=C\c2ccco2)SC(=S)N1Cc1ccccc1 | -4 | 1506 | . | -5 | 1.5 | 6 | 6 | 10 | . | 0.9 | 1
CC(C)NC(=S)N/N=C/c1ccc2c(c1)OCCO2 | 11 | 1714 | -21 | -3 | -0.1 | 3 | -5 | 5 | . | 1 | 5
CCN1CCN(C(=S)c2ccc(OCC(=O)NCc3ccccc3)cc2)CC1 | -3 | 1430 | -7 | -1 | -0.4 | 1 | -8 | -6 | 1.4 | 1.1 | 3
Cc1csc(SCC(=O)NCc2ccccc2Cl)n1 | -8 | 1516 | -10 | 0 | -1.0 | 0 | 1 | 6 | -0.51 | 0.9 | 0
CC[n+]1c(/C=C/Nc2ccccc2)oc2ccc(OC)cc21 | 0 | 1577 | -8 | 18 | -0.3 | 3 | -1 | -1 | 0.21 | 1 | 5
CCOC(=O)c1c(NC(=O)c2cccc(N3C(=O)CCC3=O)c2)sc(C)c1C | -4 | 1647 | . | -2 | 2.5 | -7 | -11 | -12 | 1.3 | 1.1 | -2
O=C(NCc1ccccn1)c1ccc(CNS(=O)(=O)c2cccc(C(F)(F)F)c2)cc1 | 6 | 1508 | -6 | 5 | -1.0 | -2 | -14 | -2 | 0.27 | 1 | 2
Cc1nc2sc(C(c3ccccc3)N3CCOCC3)c(O)n2n1 (stereo not drawn) | -5 | 1539 | 5 | 4 | 0.9 | -4 | -20 | 9 | . | 0.9 | -3
O=C(N/N=C/c1ccccn1)c1cc(-c2cccc3ccccc23)n[nH]1 | -1 | 1298 | -9 | 73* | 0.2 | -3 | -16 | 11 | 1.2 | 0.9 | -6
Cc1ccccc1OCc1nnc(SCc2cc(=O)[nH]c3ccccc23)n1-c1ccccc1 | -13 | 1524 | -4 | 75* | 0.3 | 3 | 0 | -2 | -2.7 | 1 | -4
CCCn1c(SCC(=O)NCC2CCCO2)nc2c1c(=O)n(C)c(=O)n2C (stereo not drawn) | 5 | 1647 | -3 | -4 | 1.8 | 8 | -16 | 4 | . | 1 | 11
NC(=O)C1CCN(c2nc(C3CC3)nc3c2nnn3Cc2ccccc2Cl)CC1 | 8 | 1733 | . | 7 | -0.7 | 6 | -14 | -3 | 2 | 1 | -1
CC1CN(C(=O)c2scc3c2OCCO3)CC(C)O1 (stereo not drawn) | 0 | 1643 | 11 | -3 | -0.1 | 3 | -6 | 10 | . | 0.9 | 4
CCC1(C)Cc2c(sc3nc(NN)n(C)c(=O)c23)CO1 (stereo not drawn) | -1 | 1436 | . | 95* | -0.3 | 4 | 5 | -29 | 0.54 | 1.3 | 6
CCN(CC)c1ccc(NC(=O)c2ccco2)cc1 | 13 | 1591 | 2 | -2 | -3.0 | -3 | 2 | 8 | . | 0.9 | 6
Cc1cccc(C)c1Nc1nnc(SCC(=O)c2ccc(Br)s2)s1 | 8 | 1784 | -3 | 5 | 0.4 | 6 | 2 | 10 | . | 0.9 | 5
Cc1ccc(/C=N/Nc2ccc3ccccc3n2)o1 | 22* | 1767 | 12 | 63* | -1.7 | 16 | -22 | 27 | 0.72 | 0.7 | 14
More entries follow:
SMILES | PPARg SRC-1 ag | TR-FRET SRC-2 ct | S1P3 antagonist | Lmaj promast | DTT redox prof | PPARg SRC-3 ag | TLR4-MyD88 BLA | bIAP inh | ROMK primary | bIAP activator | PPARg SRC2 recr
C=CCc1ccccc1OCC(=O)OCCNC(=O)c1cccnc1 | -2 | 1500 | . | -9 | 0.0 | -8 | -11 | 9 | -0.043 | 0.9 | -4
CCOCC(=O)Nc1ncc(S(=O)(=O)c2ccc([N+](=O)[O-])cc2)s1 | -2 | 1516 | -14 | 21 | 0.0 | -1 | -9 | 11 | . | 0.9 | -5
Cc1ccc(-c2csc3ncnc(-n4cnc5ccccc54)c23)cc1 | 10 | 1437 | -1 | 7 | 0.4 | -8 | -18 | 4 | . | 1 | -3
O=c1[nH]c2ccccc2nc1N1CCOCC1 | -6 | 1437 | . | -1 | 3.3 | -6 | 0 | 14 | . | 0.9 | 0
COc1cccc2c(=O)c3c(cnn3C)n(C)c12 | 6 | 1655 | . | 6 | 0.7 | -18 | -1 | 1 | . | 1 | 1
O=C(c1cc2sccc2n1Cc1ccccc1)N1CCc2ccccc21 | 6 | 2447* | -4 | 10 | 0.2 | 6 | -1 | 29 | 0.032 | 0.7 | 3
CC(C)(C)C(=O)NC(=S)Nc1sc2c(c1C#N)CCCCC2 | -4 | 1530 | -11 | 12 | 0.5 | 1 | -16 | 3 | 0.18 | 1 | 3
Cc1ccc(C2(c3noc(CN(C)CCO)n3)CCCC2)cc1 | 4 | 1590 | 11 | -5 | -1.4 | -2 | 5 | 1 | -0.16 | 1 | 4
Cc1cc(C)n2nc(SCC(=O)N(C)Cc3ccccc3)nc2n1 | 3 | 1544 | -22 | 1 | 3.4 | -5 | -2 | 4 | -0.041 | 1 | 0
CC(=O)Nc1ccc(Nc2cc(C)nc3c(-c4ccccc4)cnn23)cc1 | 4 | 1650 | -6 | 89* | 0.5 | 2 | -3 | 14 | . | 0.9 | 7
O=C(Cc1ccc(Cl)cc1)Nc1ccncc1 | -1 | 1520 | 17 | -7 | -0.5 | 2 | -3 | 9 | -0.49 | 0.9 | 0
COCc1cc(CN2CCN(C)CC2)c(O)c2ncccc12 | -1 | 1423 | . | 100* | -0.2 | 9 | 0 | -64 | 0.23 | 1.6 | 1
Nc1nc2ccccc2n1C(=O)c1ccccc1 | -5 | 1320 | -2 | 18 | -0.5 | 2 | -4 | -19 | 2.1* | 1.2 | -4
Cc1ccccc1-c1ncc(CN2CCC(CO)(CCCc3ccccc3)CC2)cn1 | 4 | 1506 | 0 | 2 | -1.1 | 4 | -6 | -4 | -0.87 | 1 | -5
CCN1CC2=C(OC(N)=C(C#N)C2c2cccs2)/C(=C/c2cccs2)C1 (stereo not drawn) | 10 | 1568 | . | 33 | -0.6 | 0 | 4 | 8 | -1.5 | 0.9 | 7
O=C(Nc1ccc2oc(-c3ccccc3)nc2c1)c1ccco1 | 13 | 1572 | -10 | -3 | 1.9 | 4 | -7 | 2 | -0.33 | 1 | -1
CC(=O)Nc1ccc(NC(=O)CCCCCN2C(=O)c3ccccc3C2=O)cc1 | 2 | 1356 | . | -6 | 0.2 | 3 | 5 | 10 | -0.7 | 0.9 | 9
Cc1ccc(Sc2ccncc2S(N)(=O)=O)cc1 | 3 | 1407 | -14 | 85* | -0.2 | -1 | -15 | 47 | -0.67 | 0.5 | -5
COc1ccc2c(c1)c(=O)oc1cc(OCC(=O)N3CCCC(C)C3)ccc12 (stereo not drawn) | 9 | 1615 | 5 | 30 | -3.4 | 14 | -15 | 4 | . | 1 | 5
COc1ccc(-c2ccc(=O)n(CC(=O)NCc3ccco3)n2)cc1 | 11 | 1476 | 8 | -7 | -4.0 | 12 | 2 | 4 | . | 1 | 15
CCCn1c(=O)c(C(=O)N/N=C/c2ccccc2F)c(O)c2ccccc21 | 2 | 1555 | -6 | 2 | 5.2 | 0 | 4 | -15 | 0.29 | 1.1 | 3
COc1cc(CNC2CCCC2)cc(OC)c1 | 2 | 1424 | -37 | 0 | -0.1 | 5 | 1 | 28 | -0.038 | 0.7 | -1
COc1cc(NC(=O)c2ccccc2Cl)c(OC)cc1NC(=O)CN1CCOCC1 | 0 | 1443 | -27 | 6 | 1.8 | -9 | -13 | -4 | . | 1 | -5

An excerpt from the list above:
SMILES | PPARg SRC-1 ag | TR-FRET SRC-2 ct | S1P3 antagonist | Lmaj promast | DTT redox prof | PPARg SRC-3 ag | TLR4-MyD88 BLA | bIAP inh | ROMK primary | bIAP activator | PPARg SRC2 recr
O=C(Nc1ccc2oc(-c3ccccc3)nc2c1)c1ccco1 | 13 | 1572 | -10 | -3 | 1.9 | 4 | -7 | 2 | -0.33 | 1 | -1
CC(=O)Nc1ccc(NC(=O)CCCCCN2C(=O)c3ccccc3C2=O)cc1 | 2 | 1356 | . | -6 | 0.2 | 3 | 5 | 10 | -0.7 | 0.9 | 9
Cc1ccc(Sc2ccncc2S(N)(=O)=O)cc1 | 3 | 1407 | -14 | 85* | -0.2 | -1 | -15 | 47 | -0.67 | 0.5 | -5
COc1ccc2c(c1)c(=O)oc1cc(OCC(=O)N3CCCC(C)C3)ccc12 (stereo not drawn) | 9 | 1615 | 5 | 30 | -3.4 | 14 | -15 | 4 | . | 1 | 5
COc1ccc(-c2ccc(=O)n(CC(=O)NCc3ccco3)n2)cc1 | 11 | 1476 | 8 | -7 | -4.0 | 12 | 2 | 4 | . | 1 | 15
CCCn1c(=O)c(C(=O)N/N=C/c2ccccc2F)c(O)c2ccccc21 | 2 | 1555 | -6 | 2 | 5.2 | 0 | 4 | -15 | 0.29 | 1.1 | 3
COc1cc(CNC2CCCC2)cc(OC)c1 | 2 | 1424 | -37 | 0 | -0.1 | 5 | 1 | 28 | -0.038 | 0.7 | -1
COc1cc(NC(=O)c2ccccc2Cl)c(OC)cc1NC(=O)CN1CCOCC1 | 0 | 1443 | -27 | 6 | 1.8 | -9 | -13 | -4 | . | 1 | -5
